Compound activity (PubChem BioAssay)
D1 antagonist = human D1 dopamine receptor antagonism; 360,000 compounds, 3.2% hits; HEK293 TREx D1 cells, calcium flux, dopamine EC80; hits give low values; activity change, negative = inhibition, % at 10 µM; P21728; in the data active means activity change below about -30%; further: on the % scale 0 is the no-effect control and ±100 the full control effect
Target sequence (P21728 whole entry, looked up): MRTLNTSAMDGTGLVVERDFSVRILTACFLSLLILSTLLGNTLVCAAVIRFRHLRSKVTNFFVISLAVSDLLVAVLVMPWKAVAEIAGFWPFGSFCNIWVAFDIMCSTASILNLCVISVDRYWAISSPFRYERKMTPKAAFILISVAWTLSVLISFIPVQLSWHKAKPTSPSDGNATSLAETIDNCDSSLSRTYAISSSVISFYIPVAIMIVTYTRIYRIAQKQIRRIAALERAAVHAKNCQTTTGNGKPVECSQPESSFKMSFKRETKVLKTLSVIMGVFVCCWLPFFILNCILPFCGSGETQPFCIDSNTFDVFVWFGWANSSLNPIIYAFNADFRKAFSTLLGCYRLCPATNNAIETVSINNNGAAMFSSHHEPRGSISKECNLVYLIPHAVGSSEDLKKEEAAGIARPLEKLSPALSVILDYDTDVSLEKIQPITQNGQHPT
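Antagonism measured as reduced calcium response to an EC80 dopamine addition following 180 s compound pre-read; cells were inducible HEK293 Trex D1 plated overnight at 30 C, read kinetically at 1 cycle/sec.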
D2 PAM = positive allosteric modulators of human D2 dopamine receptor; potentiation, % at 10 µM; 340,000 compounds, 0.34% hits; P14416; HEK293 T-REx D2, calcium flux, EC20 dopamine potentiation;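 active means potentiation over 3 SD above the plate norm, cut at about 30% in these data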; further: 0% is about no effect
Target sequence (P14416 whole entry, looked up): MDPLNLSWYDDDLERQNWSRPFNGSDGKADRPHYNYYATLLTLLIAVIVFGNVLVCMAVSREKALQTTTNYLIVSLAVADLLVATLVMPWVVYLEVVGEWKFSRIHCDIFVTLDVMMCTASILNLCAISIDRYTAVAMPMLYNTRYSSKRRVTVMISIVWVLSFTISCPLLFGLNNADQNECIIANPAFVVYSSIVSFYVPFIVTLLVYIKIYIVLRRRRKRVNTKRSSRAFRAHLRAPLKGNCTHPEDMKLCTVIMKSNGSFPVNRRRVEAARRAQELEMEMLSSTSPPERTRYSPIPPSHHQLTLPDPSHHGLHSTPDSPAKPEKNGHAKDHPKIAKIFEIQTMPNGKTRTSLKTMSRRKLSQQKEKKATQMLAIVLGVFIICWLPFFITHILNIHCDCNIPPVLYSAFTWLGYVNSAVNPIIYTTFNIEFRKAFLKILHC
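Primary screen. Calcium kinetics in induced HEK293 T-REx D2 cells: compound pre-addition 180 s, EC20 dopamine, 180 s more.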
RXFP1 ag = agonists of human relaxin receptor RXFP1. 370,000 compounds, 0.3% hits. HEK293T-RXFP1 cAMP TR-FRET, 30 min; response scale: percent of porcine relaxin response, buffer zero. Potency, µM (titrated, usually from 57.5 µM), inactives show top-dose activation, usual class: activators; further: potency means the concentration at half of the fitted maximal effect; on the % scale 0 is the no-effect control and ±100 the full control effect; nearly all actives have a fitted effect of over 60% in size; many of its hits are not listed in these tables
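Agonist response is measured as cAMP accumulation in an RXFP1-transfected HEK293T line under PDE4 inhibition. Values are scaled between buffer-only and 29 nM porcine relaxin, and EC50s come from standard Hill equation fits.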
Vif-A3F inh = inhibitors of Vif-A3F interaction | Potency, µM (top dose mostly 46.1 µM), for inactives: at the highest dose activity, negative = active | 390,000 compounds, 0.2% hits | HeLa A3F-eYFP + Vif (tagged APOBEC3F with the HIV-1 protein that degrades it), YFP fluorescence increase; further: potency means the concentration at half of the fitted maximal effect; % of control where 0% means no effect; nearly all actives have a fitted effect of over 65% in size
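HeLa cells stably expressing A3F-eYFP plus Vif, plated and incubated overnight at 37 deg C, then exposed to compounds overnight at 37 deg C. Blocked degradation read as raised yellow fluorescence (Ex 488/Em 500-530).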
GRP78 ERSR act = ER stress response induction in glioma. U87-MG GRP78 promoter luciferase reporter, 16 h. Potency, µM, inactives show top-dose activation, usual class: activators. 420,000 compounds, 0.02% hits. AID 602332; further: potency means the concentration at half of the fitted maximal effect; series mostly up to about 76 µM; % of control where 0% means no effect; nearly all actives have a fitted effect of over 35% in size
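Stably transfected U87-MG glioma cells carrying a GRP78-based luciferase sensor; 16 h compound incubation. Luminescence end-point read 10 min after Bright-Glo addition at room temperature.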
Vif-APOBEC3G blk = Vif-A3G binding inhibition; HeLa A3G-eYFP + Vif (tagged APOBEC3G with the HIV-1 protein that degrades it), YFP fluorescence, overnight; 410,000 compounds, 0.076% hits; Q9HC16; Potency, µM (highest dose often 46.1 µM), for inactives: top-dose activity, negative = active, usual class: inhibitors;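 further: potency means the concentration at half of the fitted maximal effect; on the % scale 0 is the no-effect control and ±100 the full control effect; nearly all actives have a fitted effect of over 60% in size; hits raise eYFP signal because A3G escapes Vif-driven loss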
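HeLa cells stably expressing Vif and C-terminally eYFP-tagged A3G, seeded overnight at 37 deg C, then exposed to compound by pintool overnight at 37 deg C. Rise in yellow fluorescence (Ex 488/Em 500-530, Acumen) marks blocked Vif-driven A3G degradation.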
RXFP1 antagonist = blocks the human relaxin receptor RXFP1 | 350,000 compounds, 0.59% hits | HEK293-RXFP1, relaxin-stimulated cAMP HTRF, 30 min; hits give low values | activity change, negative = inhibition, % at 57.5 µM | AID 1259400 | Q9HBX9;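 active means activity change of -60% or lower, but not beyond a set lower limit; inconclusive means change between -60% and -40%, or beyond the set limit; inactive means change above -40%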; further: on the % scale 0 is the no-effect control and ±100 the full control effect
D1 ag = human D1 receptor agonism. P21728. HEK293 T-REx D1 cells, calcium flux, agonist mode. 360,000 compounds, 1% hits. activation, % at 2 µM; in the data active means activation above about 30%; further: 0% is about no effect
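Inducible HEK293 T-REx D1 cells, force-coupled to calcium signalling, were plated at 4000 cells/well with tetracycline and held overnight at 30 C. After no-wash calcium dye loading, compound-evoked calcium rise over 180 s flagged agonists.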
D1 PAM = enhances dopamine response at the human D1 receptor | P21728 | HEK293 TREx D1 cells, calcium flux, dopamine EC20 potentiation | potentiation, % at 10 µM | 360,000 compounds, 0.036% hits | AID 504651; in the data active means potentiation above about 30%; further: 0% is about no effect
Starred values were filed as active, the others as inactive; u = inconclusive; x = no result given. Unless noted, the call rests on the fitted dose curve; in most records, active means well fitted curve in the direction sought with a large enough effect; inconclusive means small, poorly fitted or top-dose-only effect, or another doubt; inactive means no such curve, though single readings can be large; an effect the other way counts as inactive or inconclusive.

#	Molecule	Vif-APOBEC3G blk	RXFP1 ag	D2 PAM	GRP78 ERSR act	D1 PAM
1	Cc1ccc(-n2nc(C(=O)O)nc2-c2ccccc2)cc1	0%	-0.7%	4	1%	-2
2	C/C(=N\NC(=O)c1ccc(CSc2nncn2C)cc1)c1ccc(C#N)cc1	4%	-0.9%	5	-2%	4
3	O=C(Cn1cc(SCc2ccccc2F)c2ccccc21)N1CCCCC1	-16%	4.2%	2	-1%	1
4	CCOc1cccc(Nc2cc3n(c(=O)n2)CCc2cc(OC)c(OC)cc2-3)c1	0%	u	9	-2%	-8
5	O=S(=O)(c1cccs1)N1CCN(Cc2cccc(F)c2)CC1	2%	0.6%	x	0%	-3
6	COc1ccc(-n2c(SCCC#N)nnc2-c2cc(Cl)ccc2OC)cc1Cl	u	3.3%	0	-7%	2
7	COc1ccccc1N1CCN(C(CNS(=O)(=O)c2ccccc2)c2cccnc2)CC1 (configuration not stated)	1%	1.0%	19	10%	1
8	CC(=O)c1cccc(OCC(O)CNCC2CCCCC2)c1 (configuration not stated)	0%	-0.1%	-18	-1%	-3
9	COc1ccccc1NC(=O)N(C)C[C@@H]1OCc2cnnn2CCCC(=O)N([C@H](C)CO)C[C@@H]1C	-1%	x	x	-4%	x
10	CCCCN(C(=O)Cc1cccs1)c1nnc(-c2cccnc2)s1	1%	-1.4%	0	3%	2
11	CCOP(=O)(OCC)/C(C#N)=C/c1c[nH]c2ccccc12	0%	2.3%	6	-6%	-2
12	COc1cccc(NC(=S)N(CCCN2CCOCC2)C(C)c2cc3ccccc3o2)c1 (configuration not stated)	3%	0.1%	-17	-4%	-4

#	D1 antagonist	D1 ag	Vif-A3F inh	RXFP1 antagonist
1	1	3	-12%	-12
2	9	-1	7%	-1
3	-6	5	-4%	u
4	-8	0	-3%	-6
5	-19	3	3%	0
6	6	7	-1%	-1
7	-2	-1	x	13
8	10	1	1%	-5
9	x	x	-9%	-1
10	5	4	-3%	-13
11	7	1	-3%	-4
12	4	7	0%	0

Next section
#	Molecule	Vif-APOBEC3G blk	RXFP1 ag	D2 PAM	GRP78 ERSR act	D1 PAM
13	CCN(CC)C(=O)c1sc2c(c1C)c(=O)n(-c1ccc(C)c(C)c1)c(=O)n2Cc1cc(=O)n2ccccc2n1	0%	28%	0	0%	5
14	COc1cccc(NC(=S)N2CCN(S(=O)(=O)c3ccccc3)CC2)c1	-1%	-1.2%	-6	-1%	-8
15	CC(=O)c1ccc(S(=O)(=O)N2CCC(NC(=O)Nc3cccc(F)c3)CC2)cc1	1%	-0.9%	-13	-4%	0
16	O=C(COC(=O)c1ccc([N+](=O)[O-])s1)Nc1cccc(S(=O)(=O)NC2=NCCCCC2)c1	-7%	-1.2%	-7	0%	-10
17	Cc1ccc(C(=O)Nc2ncccc2O)o1	1%	0.4%	-7	6%	8
18	COc1ccccc1N(CC(=O)NC(C)(C)C)C(=O)CCC(=O)Nc1ccccn1	-1%	1.5%	2	2%	0
19	CC(C)CNC(=O)c1ccccc1Oc1ccccc1	0%	-0.1%	17	-1%	-9
20	COc1ccc(N2CCN(S(=O)(=O)CCNC(=O)COc3ccc(Cl)cc3)CC2)cc1	1%	-2.1%	11	-7%	1
21	Nc1nc(-c2ccccc2)nc2sc3c(c12)CCCC3	-12%	-1.4%	3	0%	-5
22	COc1ccc(NS(=O)(=O)c2cccc(C(=O)N3CCC3)c2)cc1	-1%	0.1%	-5	-6%	3
23	O=[N+]([O-])c1ccc(NC(=S)NCCc2ccccc2)cc1	-2%	0.5%	0	1%	-8
24	CCOc1ccc(S(=O)(=O)N2CCOCC2)cc1NS(=O)(=O)c1ccc(OC)c([N+](=O)[O-])c1	-2%	1.9%	-2	-4%	-5

#	D1 antagonist	D1 ag	Vif-A3F inh	RXFP1 antagonist
13	28	0	3%	1
14	-12	0	-7%	-2
15	-34*	0	8%	-11
16	-4	4	2%	-1
17	1	2	0%	26
18	5	4	7%	-2
19	12	1	1%	-2
20	-9	5	1%	-9
21	-4	0	-11%	-14
22	-10	1	-8%	-13
23	-37*	16	-2%	-30
24	-15	4	8%	-9

(continued)
#	Molecule	Vif-APOBEC3G blk	RXFP1 ag	D2 PAM	GRP78 ERSR act	D1 PAM
25	CCOC(CNc1ncnc2c1cnn2C)OCC	2%	7.7%	0	-3%	-1
26	O=C(COC(=O)COc1ccccc1)Nc1cccc([N+](=O)[O-])c1	4%	-0.9%	-7	-6%	0
27	CC(C)N1C(=O)/C(=C\c2nc3ccccc3c(=O)[nH]2)c2ccccc21	-23%	-1.1%	10	18%	-2
28	CCC(C)C1Nc2ccc(C(=O)NCCc3ccc(OC)c(OC)c3)cc2NC1=O (configuration not stated)	-26%	-5.0%	-7	-6%	-3
29	O=[N+]([O-])c1ccc(S(=O)(=O)Nc2nnc(C3CCCCC3)s2)cc1	-1%	2.2%	x	-6%	-1
30	COc1ccc(CC(=O)Nc2nnc3n2CCS3)cc1	-3%	0.5%	10	-3%	5
31	COc1ccc(N2C(=O)NC(=O)C2=O)cc1	0%	-0.7%	-6	-1%	5
32	O=C(Nc1cccc(Br)c1)c1ccc2c(c1)SC1=NS(=O)(=O)CCN12	-1%	4.4%	-3	-2%	x
33	Clc1ccc(Cc2noc(-c3cccs3)n2)cc1	0%	0.2%	-1	8%	-3
34	Cc1cc(OCC(=O)OCC(=O)N(C)C2CCS(=O)(=O)C2)ccc1Cl (configuration not stated)	-1%	0.4%	1	-3%	-1
35	NCc1oc(-c2ccccc2)cc1C(=O)O	2%	-1.4%	-2	4%	8
36	Cc1c(/C=C/C(=O)c2ccc(O)cc2)cnn1C	1%	0.1%	-4	-4%	-7

#	D1 antagonist	D1 ag	Vif-A3F inh	RXFP1 antagonist
25	1	-1	2%	-12
26	-34*	6	-3%	-10
27	4	1	6%	-14
28	-9	-1	-10%	-7
29	21	1	3%	3
30	12	1	5%	x
31	1	3	2%	-7
32	7	6	7%	6
33	9	1	-2%	-8
34	5	13	-12%	-8
35	13	-2	-28%	19
36	3	4	1%	x

Later entries.
#	Molecule	Vif-APOBEC3G blk	RXFP1 ag	D2 PAM	GRP78 ERSR act	D1 PAM
37	COc1ccc(NS(=O)(=O)c2cccc(C(=O)N/N=C/c3cn(-c4ccccc4)nc3-c3ccc(OC)cc3)c2)cc1	1%	6.0%	-8	-2%	4
38	CCOc1ccc(CCNC(=O)CS(=O)Cc2nc(-c3ccccc3C)oc2C)cc1OCC (configuration not stated)	3%	0.2%	-5	-3%	5
39	CC1CCCCN1C(=O)COC(=O)c1n[nH]c2ccccc12 (configuration not stated)	1%	0.9%	5	1%	-8
40	COc1ccccc1NC(=O)c1cccc(S(=O)(=O)N2CCCCCC2)c1	4%	0.3%	-1	-1%	-2
41	CCOC(=O)c1ccc2c(c1)n(CC)c(/C=C/Nc1ccccc1)[n+]2CC	0%	1.1%	-12	-3%	-9
42	Cc1ccccc1Nc1nc(N)nc(COC(=O)CCNS(=O)(=O)c2ccccc2)n1	1%	4.4%	-1	0%	-14
43	COc1ccc(N2CCN(C(=O)CS(=O)Cc3nc(-c4ccc(OC)c(OC)c4)oc3C)CC2)cc1 (configuration not stated)	0%	-0.2%	9	2%	3
44	CC(C)CCSc1nnc(Cn2c(=O)sc3ccccc32)n1C	5%	0.2%	-10	-5%	2
45	CCn1cnc2c1c(=O)n(CC(=O)NCc1ccccc1)c(=O)n2Cc1ccccc1	-6%	1.4%	5	0%	3
46	C[C@H](O)[C@@H]1C(=O)N2CCc3c([nH]c4ccccc34)[C@@H]2C[C@@H]1N(C)Cc1ccc(Cl)cc1	-4%	x	x	-2%	x
47	CCOC(=O)c1cc(C)n(CC2CCC(C(=O)Nc3ccccc3OC)CC2)c1C (configuration not stated)	6%	0.0%	6	2%	-1
48	CCOc1cc(/C=N/n2cnnc2)cc(Br)c1O	0%	-3.5%	4	-1%	-3
49	CC12CCC(C(=O)N(CCC#N)CCC#N)(CC1=O)C2(C)C (configuration not stated)	-1%	1.0%	-7	-3%	2

#	D1 antagonist	D1 ag	Vif-A3F inh	RXFP1 antagonist
37	-1	2	-15%	-6
38	5	0	4%	-14
39	2	2	-17%	-1
40	-3	0	-2%	x
41	-9	2	-11%	-7
42	7	8	-2%	-9
43	-12	-1	2%	-14
44	-12	0	2%	x
45	19	4	13%	-2
46	x	x	-5%	5
47	1	0	-1%	-2
48	-92*	1	-15%	x
49	-12	-1	-11%	-20

Quoted from above: nos. 41–49
#	Molecule	Vif-APOBEC3G blk	RXFP1 ag	D2 PAM	GRP78 ERSR act	D1 PAM
41	CCOC(=O)c1ccc2c(c1)n(CC)c(/C=C/Nc1ccccc1)[n+]2CC	0%	1.1%	-12	-3%	-9
42	Cc1ccccc1Nc1nc(N)nc(COC(=O)CCNS(=O)(=O)c2ccccc2)n1	1%	4.4%	-1	0%	-14
43	COc1ccc(N2CCN(C(=O)CS(=O)Cc3nc(-c4ccc(OC)c(OC)c4)oc3C)CC2)cc1 (configuration not stated)	0%	-0.2%	9	2%	3
44	CC(C)CCSc1nnc(Cn2c(=O)sc3ccccc32)n1C	5%	0.2%	-10	-5%	2
45	CCn1cnc2c1c(=O)n(CC(=O)NCc1ccccc1)c(=O)n2Cc1ccccc1	-6%	1.4%	5	0%	3
46	C[C@H](O)[C@@H]1C(=O)N2CCc3c([nH]c4ccccc34)[C@@H]2C[C@@H]1N(C)Cc1ccc(Cl)cc1	-4%	x	x	-2%	x
47	CCOC(=O)c1cc(C)n(CC2CCC(C(=O)Nc3ccccc3OC)CC2)c1C (configuration not stated)	6%	0.0%	6	2%	-1
48	CCOc1cc(/C=N/n2cnnc2)cc(Br)c1O	0%	-3.5%	4	-1%	-3
49	CC12CCC(C(=O)N(CCC#N)CCC#N)(CC1=O)C2(C)C (configuration not stated)	-1%	1.0%	-7	-3%	2

#	D1 antagonist	D1 ag	Vif-A3F inh	RXFP1 antagonist
41	-9	2	-11%	-7
42	7	8	-2%	-9
43	-12	-1	2%	-14
44	-12	0	2%	x
45	19	4	13%	-2
46	x	x	-5%	5
47	1	0	-1%	-2
48	-92*	1	-15%	x
49	-12	-1	-11%	-20

Some of the compounds tested. The share of hits here may be higher or lower than overall.
